ROMK mod: human ROMK K+ channel modulation, primary screen. P48048. Tet-inducible ROMK, thallium flux fluorescence; actives lie on both sides. B-score at 10 µM. 2% of 130,000 active. AID 1918;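 active = signal ratio slope over the read window, or its plate-corrected B-score, at least 3 SD from the plate mean, either direction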;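 also: B-score of the F/F0 ratio slope over 7 to 12 s after thallium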
Target sequence (P48048 whole entry, looked up): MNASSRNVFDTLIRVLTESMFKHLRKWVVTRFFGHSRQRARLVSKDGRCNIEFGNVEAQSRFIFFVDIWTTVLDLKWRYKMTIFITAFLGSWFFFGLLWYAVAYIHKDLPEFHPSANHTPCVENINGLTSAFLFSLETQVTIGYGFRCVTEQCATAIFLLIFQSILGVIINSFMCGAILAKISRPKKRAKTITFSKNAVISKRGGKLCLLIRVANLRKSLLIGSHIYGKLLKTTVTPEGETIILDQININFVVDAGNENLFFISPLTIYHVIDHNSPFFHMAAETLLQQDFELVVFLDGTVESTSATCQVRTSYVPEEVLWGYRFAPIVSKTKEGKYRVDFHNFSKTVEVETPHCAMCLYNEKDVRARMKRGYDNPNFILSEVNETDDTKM
SRC2 TRFRET art: flags TR-FRET format artefacts in PPARgamma SRC-2 recruitment agonist screen; TR-FRET artefact counter-screen; active compounds read high; TR-FRET ratio at 8 µM; 0.4% of 200,000 active; in the data active = TR-FRET ratio above about 2000; also: inactives centre near 1500
PPARg SRC-1 ag: PPARgamma-driven SRC-1 recruitment agonism. 0.41% of 200,000 active. activation, % at 8 µM. PPARgamma-SRC-1 coactivator recruitment biochemical assay. AID 631; in the data active = activation above about 19%;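 also: 0% = DMSO and 100% = reference agonist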
bIAP inh: intestinal alkaline phosphatase (bovine) inhibition; AID 1019; purified bovine IAP, CDP-star luminescence, 30 min; inhibition, % at 20 µM; 190,000 tested, under 10 active;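 active = over 50% inhibition of intestinal alkaline phosphatase at 20 µM in the single-dose screen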
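test system = bovine IAP enzyme | medium = DEA buffer 100 mM, pH 9.8, with MgCl2 1.0 mM, ZnCl2 0.02 mM | detection = luminescence | dosing = single compound dose of 20 µM, 2% DMSO final | incubation = 30 min reaction at room temperature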
STAT1 inh: inhibitors of IFN-gamma induced STAT1 signaling. NIH 3T3 STAT1-luciferase reporter, luminescence. inhibition, % at 5.5 µM. 0.35% of 200,000 active. AID 920;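 active = inhibition above a set limit, the mean inhibition across all tested compounds plus 3 SD, cut at about 34% in these data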;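 also: 0% = IFN-gamma with DMSO and 100% = IFN-gamma with 300 µM nifuroxazide; values of inactives mirror those of a sister screen read the other way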
TNAP act hiacc: increases human TNAP activity under high phosphate acceptor concentration; activation factor at 20 µM; AID 1136; purified TNAP, CDP-star luminescence, 1 M DEA, 30 min; active compounds read high; 0 = EDTA background, 1 = DMSO-only activity; P05186; 200,000 tested, under 10 active;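 active = activation factor at least 2 at 20 µM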
Target sequence (P05186 whole entry, looked up): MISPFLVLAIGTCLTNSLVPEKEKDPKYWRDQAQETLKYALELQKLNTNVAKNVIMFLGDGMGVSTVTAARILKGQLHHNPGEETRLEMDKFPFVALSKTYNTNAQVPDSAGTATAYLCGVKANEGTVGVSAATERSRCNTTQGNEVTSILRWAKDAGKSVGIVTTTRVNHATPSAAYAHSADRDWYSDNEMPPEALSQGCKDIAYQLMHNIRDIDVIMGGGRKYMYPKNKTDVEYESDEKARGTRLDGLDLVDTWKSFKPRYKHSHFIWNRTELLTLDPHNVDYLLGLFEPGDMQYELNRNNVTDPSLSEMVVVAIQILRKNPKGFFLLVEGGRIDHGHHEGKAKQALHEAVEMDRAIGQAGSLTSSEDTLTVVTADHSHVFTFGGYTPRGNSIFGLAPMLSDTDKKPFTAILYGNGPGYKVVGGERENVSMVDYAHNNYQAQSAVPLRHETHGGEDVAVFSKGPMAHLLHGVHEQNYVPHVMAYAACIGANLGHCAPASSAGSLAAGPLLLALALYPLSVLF
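Measured by: Luminescent substrate turnover signal | Test system: Human TNAP | Input: TNAP 1/800 final | Dosing: 20 µM single point | Schedule: 30 min, room temperature | Controls: EDTA wells as negative control, DMSO wells as positive control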
bIAP act: increases bovine intestinal alkaline phosphatase activity; purified bovine IAP, CDP-star luminescence, 30 min; active compounds read high; fold of DMSO-control signal, blank-subtracted; activation factor at 20 µM; 0.17% of 200,000 active; AID 1016;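 active = activation factor of 2 or more at 20 µM, a signal rise over negative controls twice the positive control's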
PPARg SRC-3 ag: agonists of human PPARgamma SRC-3 coactivator recruitment. P37231. activation, % at 8 µM. biochemical PPARgamma/SRC-3 coactivator recruitment assay. 0.26% of 200,000 active; in the data active = activation above about 23%;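 also: 0% = DMSO and 100% = reference agonist; some compounds past the cut are filed as inactive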
PPARg SRC2 recr: agonists of SRC-2 recruitment by human PPARgamma; P37231; PPARgamma LBD-SRC-2 recruitment, biochemical; activation, % at 8 µM; 0.34% of 200,000 active; in the data active = activation above about 22%;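 also: 0% = vehicle and 100% = reference agonist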
STAT3 inh: STAT3 signaling inhibition | U3A cells, IL-6 STAT3-luciferase reporter, luminescence; host cell line lacks STAT1 | inhibition, % at 5.5 µM | 0.89% of 190,000 active | AID 862;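 active = inhibition above the mean inhibition across all screened compounds plus 3 SD, cut at about 44% in these data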;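 also: 0% = DMSO only wells and 100% = 100 µM nifuroxazide control wells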
STAT3 act: STAT3 signaling activation; U3A cells, IL-6 STAT3-luciferase reporter, luminescence; 100% = signal with IL-6 EC80 alone; activation (% of control), % at 5.6 µM; 0.91% of 190,000 active; AID 871;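 active = activation above the screen-wide mean of compound activation plus 3 SD, cut at about 130% in these data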;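 also: 0% = background luminescence of wells with medium and substrate only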
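Material: human STAT1-deficient U3A cells with stable STAT3-luciferase reporter / Probe or stimulus: IL-6 stimulus at 33 ng/mL final / Schedule: 1 h compound pre-exposure, 6 h IL-6 stimulation, 37 °C / Technique: luminescence / Read-out basis: percent of IL-6-only median luminescence / Control set: IL-6-only high control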
Active calls of the source: *; · = no result given. Rows were taken by chance. About 3.7% of those tested had a hit in this group.

mol	ROMK mod	SRC2 TRFRET art	PPARg SRC-1 ag	bIAP inh	STAT1 inh	TNAP act hiacc	bIAP act	PPARg SRC-3 ag	PPARg SRC2 recr	STAT3 inh	STAT3 act
O=C(Cn1cnc2c(cnn2-c2ccccc2)c1=O)Nc1ccc(S(=O)(=O)N2CCOCC2)cc1	0.097	1808	4	10	6	1.1	0.9	3	2	11	91
Cc1nc2c(Cl)cccc2[nH]1	1.3	1420	2	21	-2	1.1	0.8	2	0	-30	133*
COc1ccc(C(=O)NC2CC3CCCC(C2)N3CC(C)C)cc1OC (centres undefined)	1.3	1613	-4	-6	4	1	1.1	-7	-3	-3	108
CCOC(=O)c1c(N)sc(C(=O)N2CCOCC2)c1C	0.088	1519	3	12	3	1.1	0.9	12	12	3	99
CC(=O)c1c(C)[nH]c(C(=O)Nc2nc(-c3ccccc3)c(C)s2)c1C	0.32	1653	3	-12	-4	1	1.1	-1	-5	3	99
Nc1cc(S(=O)(=O)N2CCCCC2)ccc1Oc1ccc(Cl)cc1	-0.44	1375	0	31	10	1.1	0.7	2	-5	-1	105
Cc1ccc(NC(=S)N2CCN(C(=O)c3ccccc3)CC2)c(C)c1	0.018	1556	5	2	-9	1	1	0	-8	-1	102
CCN(CC)c1ccc(NC(=O)CN2CCN(CC(=O)Nc3ccc(F)cc3)CC2)cc1	·	1610	8	2	1	1	1	3	8	23	86
Cc1ccc(C)c(S(=O)(=O)N/N=C/c2ccc(C(=O)O)cc2)c1	-0.56	1741	8	13	-13	1	0.9	6	0	-3	101
CCN(CC)CCNc1ccc(Cl)cc1[N+](=O)[O-]	·	1651	-3	·	7	·	·	8	4	6	99
CCOC(=O)COc1c(-c2ccc(OC)cc2)oc2ccccc2c1=O	-1	1507	3	3	3	1	1	-4	5	16	89
CC(C)NCCCCOc1ccccc1-c1ccccc1	-1.5	1651	-2	·	-5	1	0.1	3	4	9	94
COC(=O)C1=C(CSc2nnnn2C)NC(=O)NC1c1cc(C)ccc1C (centres undefined)	·	1493	-1	14	3	1	0.9	5	-3	0	104
O=C(O)COc1ccc(Nc2ccccc2)cc1	0.44	1689	4	4	-7	1	1	2	12	3	102
S=c1[nH]nc(Cn2nnc3ccccc32)n1-c1ccc(Cl)cc1	-0.034	1610	8	-2	-3	1	1	1	1	9	97
O=C(COc1ccccc1)Nc1sc2c(c1C(=O)NCc1cccnc1)CCCC2	·	1514	8	10	-2	1	0.9	-3	8	8	95
COc1cccc2c(=O)n(CC(=O)Nc3ccc(F)cc3F)ccc12	·	1536	7	20	-1	1	0.8	-3	-2	3	105
CCOc1ccc(NC(=O)C(=O)N/N=C/c2ccccc2F)cc1	1	1616	6	-5	5	1	1.1	-2	-1	5	100
Cc1cc(C)cc(NC(=S)NC2CC3CCCC(C2)N3CC(C)C)c1 (centres undefined)	-0.9	1405	1	15	9	1	0.9	2	4	0	102
N#CCO/N=C/C(=O)Nc1ccc(F)cc1F	1.3	1601	6	3	0	1	1	6	11	8	94
COc1cc(OC)c(OC)cc1/C=N/NC(=O)c1cc(-c2cccn2C)n[nH]1	·	1620	6	-22	0	0.9	1.2	1	6	6	99
Cc1ccc(C)c(SCC(=O)OCC(=O)Nc2ccc(S(=O)(=O)N3CCOCC3)cc2)c1	·	1650	0	1	-8	1	1	3	-3	3	101
CCC(C)(C)NC(=O)C(c1ccccc1F)N(Cc1ccco1)C(=O)c1csnn1 (centres undefined)	-0.39	1552	2	0	-3	1.1	1	-17	-9	1	103
Cc1c(NC(=O)c2c(O)c3ccccc3n(C)c2=O)c(=O)n(-c2ccccc2)n1C	0.028	1794	16	9	2	1	0.9	1	11	-5	116
Cc1oc(-c2ccccc2)cc1C(=O)Nc1ccc2ccccc2c1	·	1537	-2	10	0	1	0.9	-9	6	5	99
N#Cc1c(N)oc(-c2ccccc2)c1-c1ccccc1	·	1632	10	12	-5	1	0.9	3	6	9	98
Nc1nnc(CCS(=O)(=O)c2ccc(Br)cc2)s1	0.44	1728	4	-5	-1	1	1.1	3	8	-3	106
Cc1cc(C)c(-c2c(O)c3cnn(-c4ccccc4)c3[nH]c2=O)c(C)c1	-0.088	1405	10	7	-2	1	0.9	1	3	12	93
O=C1CCCN1c1ccc(S(=O)(=O)NCCOc2ccccc2)cc1	-0.91	1581	0	6	12	1	0.9	2	17	12	93
COC(=O)C1=C(C(=O)OC)SC2(S1)C(C(=O)OC)=C(C(=O)OC)SC1=C2c2cc(C)cc(C)c2NC1(C)C	-0.97	1550	6	0	-5	1	1	7	6	-6	105
Cn1nnnc1SCCNS(=O)(=O)c1ccccc1	·	1658	13	7	-12	1	0.9	3	7	1	104
CCOc1ccc2nc(SCc3ccc(OC)cc3)sc2c1	0.29	1612	6	15	-5	1	0.8	3	15	-6	103
CC(=O)Nc1ccc(NS(=O)(=O)c2ccccc2)cc1	-0.25	1516	2	12	3	1	0.9	-5	-6	21	88
Cc1ccc(-c2nc3cc(NS(=O)(=O)c4ccc(C)cc4)ccc3o2)cc1	1.3	1525	3	-4	-6	1	1	2	6	9	97
O=C(Nc1ccc(Cl)cc1)OCc1cc(-c2ccccc2)on1	·	1602	2	16	2	1	0.8	3	2	11	94
O=C1c2ccc(Oc3ccc([N+](=O)[O-])cc3)cc2C(=O)N1c1ccncc1	1.4	1566	12	-6	8	1.1	1.1	12	3	18	89
CCOC(=O)NC(=O)CSc1nnc(C)s1	·	1695	0	7	-6	1	0.9	1	6	3	100
COCC(=O)NC1CCN(S(=O)(=O)c2cccc(C(C)=O)c2)CC1	-0.37	1519	-1	-1	-1	1.1	1	1	-2	1	101
Nc1c(-c2ccc(Cl)cc2)cnn1C1CCS(=O)(=O)C1 (centres undefined)	0.21	1526	1	-6	-9	1	1.1	-6	6	8	98
Cc1ccc(OCC(=O)N/N=C/C=C/c2ccco2)cc1	1.3	1633	2	13	-2	1	0.9	5	13	-4	111
COc1ccc(S(=O)(=O)NCC(=O)Nc2cccc(C)c2C)cc1OC	0.49	1489	-2	-4	2	0.9	1	0	-2	11	96
NC(=O)C1Cc2ccccc2CN1S(=O)(=O)c1cccs1 (centres undefined)	1.6	1457	7	0	-4	1.1	1	10	0	3	102
C=C(C)Cn1c(C)cc(C)c(S(=O)(=O)c2cccc(C)c2)c1=O	-1.2	1661	11	12	11	1.1	0.9	4	8	7	98
O=C(CSc1nnc(Cc2cccs2)n1Cc1ccco1)Nc1ccc(Br)cc1	-2.9*	1578	7	18	-5	1	0.8	17	0	12	93
Cc1ccc2sc(NNC(=O)c3cc(-c4cccs4)nc4ccccc34)nc2c1C	-0.29	1321	-3	-8	-9	1	1.1	-6	-8	-9	108
CCCN1c2cccc3cccc(c23)S1(=O)=O	0.1	1585	8	27	-2	1.1	0.7	9	15	9	96
Cc1ccc(S(=O)(=O)NC(=O)c2cccn2C)cc1	·	1385	0	6	-8	1	0.9	-2	-11	0	103
COc1cc(CCC(=O)Nc2ccc(Cl)c(C(F)(F)F)c2)cc(OC)c1OC	-0.51	1514	4	4	1	1.1	1	2	9	2	99
Cc1cccc(-n2[nH]c(C)c(C=Nc3ccc4[nH]c(=O)[nH]c4c3)c2=O)c1	0.43	1572	0	4	0	1	1	1	3	-8	110
O=C(/C=C/c1ccc([N+](=O)[O-])cc1)NCc1ccccn1	0.95	1395	-3	12	-10	1.1	0.9	-4	1	-2	106

Entries of single compounds from above. Order of screens: ROMK mod | SRC2 TRFRET art | PPARg SRC-1 ag | bIAP inh | STAT1 inh | TNAP act hiacc | bIAP act | PPARg SRC-3 ag | PPARg SRC2 recr | STAT3 inh | STAT3 act
Cc1ccc(S(=O)(=O)NC(=O)c2cccn2C)cc1 as listed: · | 1385 | 0 | 6 | -8 | 1 | 0.9 | -2 | -11 | 0 | 103
O=C(CSc1nnc(Cc2cccs2)n1Cc1ccco1)Nc1ccc(Br)cc1 as listed: -2.9* | 1578 | 7 | 18 | -5 | 1 | 0.8 | 17 | 0 | 12 | 93

Next records.
mol	ROMK mod	SRC2 TRFRET art	PPARg SRC-1 ag	bIAP inh	STAT1 inh	TNAP act hiacc	bIAP act	PPARg SRC-3 ag	PPARg SRC2 recr	STAT3 inh	STAT3 act
O=C(CN(CC1CCCO1)C(=O)c1nsc(Cl)c1Cl)NC1CCCC1 (centres undefined)	-0.21	1572	4	2	-1	1.1	1	7	10	4	99
O=C(NCC1COc2ccccc2O1)c1cn(Cc2ccc(F)cc2)nn1 (centres undefined)	-0.55	1394	1	11	-1	1.1	0.9	14	4	-4	104
COc1ccc(C(=O)NCC(=O)Nc2cccc(S(=O)(=O)NCc3ccco3)c2)cc1OC	0.48	1710	4	-32	7	1	1.3	-2	9	12	94
Cn1c(SCc2ccc(Cl)cc2)nc(C(F)(F)F)cc1=O	·	1618	3	-3	-1	1.1	1	-3	11	9	98
